# E coli Lon inh – inhibits E. coli Lon protease | P0A9M0 | purified E. coli Lon protease, fluorescence polarization | inhibition, % at 7.94 µM | 360,000 tested, 0.42% active; in the data active means inhibition above about 13%, passing the limit was not always enough;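 further: 0% = enzyme with probe and DMSO and 100% = no enzyme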
# Target sequence (P0A9M0 whole entry, looked up): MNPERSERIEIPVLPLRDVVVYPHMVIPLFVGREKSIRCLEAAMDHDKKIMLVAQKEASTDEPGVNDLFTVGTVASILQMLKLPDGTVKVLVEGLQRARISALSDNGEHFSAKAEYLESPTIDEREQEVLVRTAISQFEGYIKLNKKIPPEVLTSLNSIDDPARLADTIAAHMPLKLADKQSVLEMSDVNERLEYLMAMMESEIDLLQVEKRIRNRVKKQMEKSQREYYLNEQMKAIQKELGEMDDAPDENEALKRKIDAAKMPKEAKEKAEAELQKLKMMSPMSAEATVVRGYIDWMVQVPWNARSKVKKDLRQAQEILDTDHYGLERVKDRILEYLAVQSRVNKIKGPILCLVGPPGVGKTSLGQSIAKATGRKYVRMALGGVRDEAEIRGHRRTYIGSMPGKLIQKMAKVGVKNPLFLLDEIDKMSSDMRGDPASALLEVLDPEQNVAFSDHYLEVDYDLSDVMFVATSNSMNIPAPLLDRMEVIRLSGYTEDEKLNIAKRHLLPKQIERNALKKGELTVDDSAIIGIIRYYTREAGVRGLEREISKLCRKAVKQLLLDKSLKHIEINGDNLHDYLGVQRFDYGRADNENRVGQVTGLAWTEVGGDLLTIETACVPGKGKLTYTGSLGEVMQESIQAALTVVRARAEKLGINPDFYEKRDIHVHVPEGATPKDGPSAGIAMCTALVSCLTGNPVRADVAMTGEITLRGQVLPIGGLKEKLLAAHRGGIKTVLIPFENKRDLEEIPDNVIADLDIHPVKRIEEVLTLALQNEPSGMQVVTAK
# PABP1 MLLE inh – inhibitors of microRNA-mediated deadenylation, human PABP1 MLLE binding | P11940 | GST-MLLE / FITC-PAM2 fluorescence polarization | inhibition, % at 20 µM | 360,000 tested, 0.36% active; in the data active means inhibition above about 35%, passing the limit was not always enough;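 further: plate controls were DMSO wells with GST-MLLE for no effect and wells lacking GST-MLLE protein for full effect; some results filed as inactive read as strong as hits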
# CSN inh – inhibitors of human CSN-mediated cullin deneddylation; Q92905; Purified CSN, SCF-Nedd8-OG deneddylation, fluorescence polarization; inhibition, % at 12.5 µM; 360,000 tested, 0.38% active; AID 651999;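 active means pattern-corrected inhibition above about 35%, with an unprinted fluorescence ratio check between 0.5 and 1.5, limit read from the data, passing the limit was not always enough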;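 further: 0% = enzyme with substrate and 100% = substrate without enzyme; some results filed as inactive read as strong as hits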
#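 Material: human Csn5 produced in HEK293T cells; Input: enzyme 0.24 nM; Reagent: SCFSkp2-Nedd8OG substrate at 10 nM final; Dosing: 12.5 µM compound; Incubation: 90 min reaction at room temperature; Detection: fluorescence polarization of the substrate; Evaluation: % inhibition of substrate cleavage by Csn5; Control set: substrate-only high control, full reaction low control.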
# MT1-MMP act inh – MT1-MMP (human) activation inhibition; P50281; HT1080 RFP-PRO-GFP cells, GFP/RFP ratio fluorescence, overnight; percent of plate control window, DMSO zero; GFP/RFP ratio change, % at 20 µM; 360,000 tested, 0.061% active; AID 651647;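 active means GFP/RFP ratio change of at least 30% with cell ATP level not reduced by more than half and red fluorescence within 50% of control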; further: strong numbers were not always called active
#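 Assay system – RFP-PRO-GFP reporter HT1080 cells · Compound dosing – single dose of 20 µM compound, 1% DMSO final · Incubation – overnight compound exposure at 37 °C · Measure – GFP/RFP fluorescence ratio · Benchmarks – DMSO wells and RFP-L50D-GFP cells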
# MsrA inh – inhibits bovine methionine sulfoxide reductase A | inhibition, % at 15.5 µM | purified bovine MsrA, absorbance read-out | AID 651718 | 360,000 tested, 0.75% active; in the data active means inhibition above about 4.5%;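 further: 0% = vehicle wells with enzyme and 100% = reference inhibitor wells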
# Rin1 Abl inh – human Rin1-Abl interaction inhibition; P00519+Q13671; TR-FRET Rin1/Abl binding, biochemical; inhibition, % at 7.35 µM; 360,000 tested, 0.4% active; AID 588664; in the data active means inhibition above about 5%, passing the limit was not always enough
# FAS TE block – inhibitors of human fatty acid synthase thioesterase domain; recombinant FAS-TE, OMFH fluorogenic substrate, fluorescence endpoint; inhibition, % at 15 µM; 360,000 tested, 0.67% active; AID 602261;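 active means compounds whose normalised, plate-corrected inhibition of enzyme fluorescence in the single-dose primary screen is 50% or more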;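 further: 0% = DMSO with enzyme and 100% = substrate without enzyme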
# MsrA act – bovine methionine sulfoxide reductase A activation; purified bovine MsrA, absorbance read-out; activation, % at 10.6 µM; 360,000 tested, 0.3% active; in the data active means activation above about 7.5%;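 further: 0% = vehicle and 100% = reference activator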
# Rpn11 block – blocks the human proteasome subunit Rpn11; O00487; human 26S proteasome, Ub4-pepOG fluorescence polarization; 20S core pre-blocked with epoxomicin; calls only at 20 µM; 360,000 tested, 0.59% active; AID 588493;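 active means inhibition at 20 µM, scaled to each plate's controls, above about 33%, limit read from the data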
# Target sequence (O00487 whole entry, looked up): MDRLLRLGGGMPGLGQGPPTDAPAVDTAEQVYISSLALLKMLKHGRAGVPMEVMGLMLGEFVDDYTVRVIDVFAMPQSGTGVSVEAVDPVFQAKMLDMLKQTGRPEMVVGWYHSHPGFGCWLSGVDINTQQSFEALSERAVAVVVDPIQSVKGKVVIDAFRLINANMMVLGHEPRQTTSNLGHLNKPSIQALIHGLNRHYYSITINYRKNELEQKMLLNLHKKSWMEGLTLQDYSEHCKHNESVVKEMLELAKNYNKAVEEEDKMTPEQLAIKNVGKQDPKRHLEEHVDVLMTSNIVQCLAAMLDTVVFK
# * = called active by the depositor; i = inactive; . = not tested or not shown.
SMILES,E coli Lon inh,PABP1 MLLE inh,CSN inh,MT1-MMP act inh,MsrA inh,Rin1 Abl inh,FAS TE block,MsrA act,Rpn11 block
COc1ccc(CCN2C(=O)C(Oc3ccccc3C)C2c2ccc3c(c2)OCO3)cc1 (configuration not stated),7,3,-1,-16,0.2,3,30,-5,i
COC(=O)Cc1[nH]nc2c1C(c1ccc(O)c(OC)c1)C(C#N)=C(N)O2 (configuration not stated),-6,-12,2,-1,2.5,1,-4,-3,i
O=C(CCl)Nc1cccc(-c2cnc3ccccc3n2)c1,-9,4,5,-11,1.1,-1,-1,-5,i
COc1cc(C(=O)NC(=S)Nc2ccc(N3CCCC3)cc2)cc(OC)c1OC,-1,10,2,3,0.4,-3,-11,-3,i
Cc1nc(Nc2cccc(F)c2)c2oc3ccccc3c2n1,-3,4,0,-4,2.3,-1,12,0,i
COCCNC(=O)c1ccc2c3n(nc2c1)-c1ccccc1CO3,2,-22,-1,5,1.9,-2,-4,-3,i
O=C(NCCN1CCc2ccccc2C1)Nc1ccc([N+](=O)[O-])cc1,-3,-23,-3,4,2.9,-3,0,-4,i
Cc1c(C)n(C)c2ccc(C(=O)NCCc3ccco3)cc12,-16,-32,10,33*,0.3,3,1,-3,i
Cc1ccc(S(=O)(=O)N2CCN(C(=O)CSc3cc(C)ccc3C)CC2)c(C)c1,2,0,5,1,-1.5,0,15,-8,i
CC(=O)NC(C)c1nc2ccccc2n1CC(=O)N1C(C)CCCC1C (configuration not stated),8,2,2,-2,1.3,-1,-4,-11,i
COc1ccc(/C=N/NC(=O)c2ccc(CSc3nncn3C)cc2)cc1OC,-13,-1,2,2,4.8*,0,-3,-6,i
COc1ccccc1C(=O)NC(=O)COC(=O)c1nc(Cl)ccc1Cl,-7,5,1,6,-1.0,-4,-3,-4,i
Cc1cc(C)n(S(=O)(=O)c2ccc(C)c(C)c2C)n1,-12,2,4,0,0.7,1,0,-3,i
COc1ccc(NC(c2ccccc2)c2ccncc2)cc1 (configuration not stated),0,-10,5,0,0.6,3,-6,-2,i
COCCN(CCOC)c1cc(C)c(C#N)c2nc3ccccc3n12,5,18,-2,0,1.3,-5,-9,-5,i
COc1nc(NS(=O)(=O)c2ccc(C)cc2)nc(C)c1Cl,-9,-9,1,-1,-1.6,1,-10,-1,i
C[C@H](CO)N1C[C@H](C)[C@@H](CN(C)S(=O)(=O)c2ccccc2F)OCc2cnnn2CCCC1=O,-6,-6,5,0,0.2,-1,-9,-5,i
CCc1ccc(/C=N/NC(=O)c2cc(C3CC3)nc3ccc(Br)cc23)s1,2,-4,3,13,-0.5,1,26,-1,i
CCOC(=O)c1c(C)[nH]c(C(=O)COC(=O)c2ccc(O)cc2O)c1C,-1,-4,3,3,-0.2,-2,-6,-2,i
Cc1onc(C(=O)NC2CCCCC2)c1[N+](=O)[O-],2,2,-3,-4,.,-6,-6,-3,i

# Overlap with the part before: four entries, then new ones.
SMILES,E coli Lon inh,PABP1 MLLE inh,CSN inh,MT1-MMP act inh,MsrA inh,Rin1 Abl inh,FAS TE block,MsrA act,Rpn11 block
C[C@H](CO)N1C[C@H](C)[C@@H](CN(C)S(=O)(=O)c2ccccc2F)OCc2cnnn2CCCC1=O,-6,-6,5,0,0.2,-1,-9,-5,i
CCc1ccc(/C=N/NC(=O)c2cc(C3CC3)nc3ccc(Br)cc23)s1,2,-4,3,13,-0.5,1,26,-1,i
CCOC(=O)c1c(C)[nH]c(C(=O)COC(=O)c2ccc(O)cc2O)c1C,-1,-4,3,3,-0.2,-2,-6,-2,i
Cc1onc(C(=O)NC2CCCCC2)c1[N+](=O)[O-],2,2,-3,-4,.,-6,-6,-3,i
CCC(CO)[n+]1c(C)cc(/C=C2\Sc3ccccc3N2Cc2ccccc2)cc1C (configuration not stated),-50,-67,11,-204,-0.9,-1,-23,-6,.
CC1(C)N(OCc2ccccc2)C(=O)C(=O)N(OCc2ccccc2)C1(C)C,1,-1,-2,3,0.9,0,2,-3,i
CCN1CCN(CCCNC(=O)C2CCN(c3nnc(-n4c(C)ccc4C)s3)CC2)CC1,-4,3,-2,0,0.1,2,-5,-4,i
Cc1cc(N2CCN(C)CC2)nc2ccc(NC(=S)NC3CC3)cc12,2,-1,-1,-4,1.7,-1,-5,-12,i
CN(CCOc1ccccc1)S(=O)(=O)c1ccccc1C#N,-6,-4,-8,5,0.6,-2,4,-6,i
COc1ccc(OC)c(Nc2cc(C)nc3ccccc23)c1,-7,-6,-1,-4,2.6,-4,-6,-4,i
CCCn1c(=O)c(C(=O)Nc2cccc(C)n2)c(O)c2ccccc21,-6,-1,-1,2,0.1,0,4,-6,i
CS(=O)(=O)c1ccc2nc(NC(NC(=O)c3ccco3)(C(F)(F)F)C(F)(F)F)sc2c1,-2,4,1,3,-0.9,-2,-6,-7,i
Cc1cc(=O)oc(C)c1C(=O)Nc1c(C)n(C)n(-c2ccccc2)c1=O,-9,1,-2,2,-0.4,2,-4,-1,i
CCCC(=O)Oc1ccc(N(C(=O)CCC)S(=O)(=O)c2cccs2)cc1,-10,-13,-1,-3,2.1,3,8,-4,i
Cc1cc(=O)[nH]c(SCc2csc(-c3ccccc3)n2)n1,-11,16,-1,1,-0.8,-1,-14,1,i
O=C(NCCCn1ccnc1)Nc1ccc2c(c1)OCO2,-16,-6,1,1,0.3,-3,0,-1,i
CN1CCN(S(=O)(=O)c2ccc(Nc3ccc(F)cc3)c([N+](=O)[O-])c2)CC1,-5,14,-4,-1,0.4,-4,-3,-12,i
CCCNC(=O)c1ccccc1NC(=O)Cc1ccc(OC)c(S(=O)(=O)N2CCOCC2)c1,-5,-3,-3,0,0.4,1,-6,-2,i
O=C(NC1CCSC1=O)c1cccc(Cl)c1 (configuration not stated),2,8,-3,-1,-0.4,-1,-4,-2,i
CC(C)CC(COCc1ccc(C(F)(F)F)cc1)N1CCN(C(=O)c2ccc(C(F)(F)F)cc2)CCC1=O (configuration not stated),-9,1,-2,-5,0.9,-1,26,0,i
O=C(CC1C(=O)NCCN1Cc1cccc(Oc2ccccc2)c1)NCCc1cnccn1 (configuration not stated),1,12,-3,-4,2.2,-1,0,-8,i
O=C(Cn1nc(-c2cccc(Cl)c2)ccc1=O)NCC1COCCO1 (configuration not stated),-4,-14,0,-3,0.5,-1,-6,-1,i
C/C(=N/Oc1nc(C)cc(C)n1)c1ccc(Br)cc1,1,4,-6,3,0.7,0,-2,-2,i
O=C(NNC(=O)c1cc(-c2ccncc2)nc2ccccc12)c1cccc(Cl)c1,-4,7,0,1,0.1,0,6,-2,i
CCOc1cc(CNc2ccc3c(c2)OCCO3)cc(Br)c1OCC,0,-14,-1,12,-0.3,-4,11,0,i
CC1CCN(S(=O)(=O)c2cn(CC(=O)Nc3ccc(OC(F)(F)F)cc3)cn2)CC1,2,-4,7,4,-0.1,3,-3,-9,i
CCOC(=O)N1CCN(S(=O)(=O)c2ccc(F)cc2)CC1,-3,-5,-1,2,0.9,4,-3,-3,i
COC(=O)c1ccc(/C=C2/SC(=S)N(CCCC(=O)Nc3ccc(O)cc3)C2=O)cc1,3,11,6,6,1.4,1,4,-8,i
CCc1nc2ccc(C(=O)NCCN3CCNC3=O)cn2c1N(C)CCC(C)C,12,-2,1,6,-0.8,1,0,-1,i
COc1ccccc1/C=C/C=C1\Oc2c(ccc(O)c2CN(C)C)C1=O,-76,-22,60,-159,3.4,-4,-26,-4,.
O=C(COC(=O)/C=C/c1cccc([N+](=O)[O-])c1)NCC1CCCO1 (configuration not stated),-11,4,2,0,0.2,-3,1,-5,i
CCOc1cc(C(=O)Nc2ccc(N3CCN(S(C)(=O)=O)CC3)cc2)cc(OCC)c1OCC,-3,6,0,5,0.7,3,-5,-3,i
COc1cc2[nH]c(=S)n(C3CC3)c(=O)c2cc1OC,-12,16,-4,1,3.4,-4,-1,-1,i
COc1ccc(S(=O)(=O)Nc2ccc(N3CCOCC3)cc2)cc1Br,-3,0,1,3,-1.1,-1,3,-4,i
CC(C)(CN1CCCC1)NS(=O)(=O)c1ccccc1,-11,-2,-1,0,0.6,2,-6,-4,i
CCCCOc1ccc(-n2nc(C)cc2C)nn1,-7,8,-1,-1,-0.7,3,-6,-4,i
CC(C)C(C)N(Cc1cccc(C(=O)O)c1)C(=O)c1ccc2ccccc2n1 (configuration not stated),3,2,1,0,-1.8,2,-7,-6,i
COc1ccc(C(=O)N(C)C2CCCN(Cc3ccccc3F)C2)cc1C (configuration not stated),-13,0,0,-5,-1.2,4,-2,-3,i
Cc1cccc(C)c1NC(=O)C1(N(Cc2ccco2)C(=O)CC2NC(=O)NC2=O)CCCC1 (configuration not stated),0,-4,0,-3,-0.7,-3,-8,-2,i
O=C(CNc1ccc(Oc2ccccc2)cc1)N1CCOCC1,6,-24,-4,3,-1.5,-3,-11,-4,i
Cc1ccc(NC(=O)c2cccc(S(=O)(=O)N3CCCCC3)c2)cc1,-1,-8,1,-3,0.2,0,10,-2,i
COc1ccc(CCCNC(=O)C2CCC(=O)N(Cc3ccc(Cl)cc3)C2)cc1 (configuration not stated),6,9,-1,5,0.0,0,-4,-8,i
O=C(COC(=O)c1ccccn1)Nc1ccc(S(=O)(=O)N2CCOCC2)cc1,-1,-9,6,0,0.4,-2,-3,1,i
Fc1cccc(NC(=S)N2CCN(c3ccccn3)CC2)c1,1,-96,0,3,0.5,-1,-4,-8,i
Cc1c(NC(=O)c2cccc(NC(=O)Cc3ccc(Cl)cc3)c2)c(=O)n(-c2ccccc2)n1C,2,-17,1,2,-0.3,2,0,-5,i
O=C(O)c1cnc2ccc(Cl)cc2n1,-2,0,2,-5,2.1,-3,-2,-4,i
O=C(c1cn2ccccc2n1)N1CCCC(Nc2ccc(F)c(F)c2)C1 (configuration not stated),1,-9,-3,1,0.7,4,-4,-3,i
COC(=O)C(CO)NC(=O)C(C)NC(=O)CNC(=O)OCc1ccccc1 (configuration not stated),-4,4,-10,-1,3.6,4,-5,-5,i
O=C(N/N=C1\CC2CC=CC12)c1ccccc1Cl (configuration not stated),-3,-4,3,4,-0.4,2,-1,-12,i
Cc1ccc(Cn2nnc3c(=O)n(CC(=O)N4CCCc5ccccc54)cnc32)cc1,5,0,1,-1,-0.4,2,-6,0,i
CC1CC(NS(=O)(=O)c2cc3c4c(c2)CCN4C(=O)CC3)CC(C)(C)C1 (configuration not stated),-11,10,0,0,1.1,-2,-2,0,i
COc1ccc2c(c1OC)C(=O)N(c1cccc(C(F)(F)F)c1)C2,1,-15,0,3,-0.7,3,21,-8,i
COc1ccccc1CCNC(=O)C1CCC(=O)N(Cc2ccccc2OC)C1 (configuration not stated),-1,10,1,3,1.3,2,-7,-3,i
Cc1cc2c3c(c1C)C1(C(=O)N3C(C)(C)CC2C)C(C#N)=C(N)Oc2cc(O)ccc21 (configuration not stated),3,7,-1,-3,-0.3,2,42,-1,i
C#CCNC(=O)C1=C[C@H](C)[C@@H](CCCO)[C@H](OCC)O1,2,3,0,0,-0.7,2,-11,-1,i
CC(=O)C1C(c2ccc(OC(F)F)cc2)NC(=O)NC1(O)C(F)(F)F (configuration not stated),1,-1,2,-4,-1.2,4,-4,-2,i

# Screening results deposited in PubChem by several laboratories.

# An unsorted share of the library; about 3.7% have a hit in one of these screens.
